# PKM2 act: activators of human pyruvate kinase M2; purified PKM2, Kinase-Glo ATP luminescence, activation; response scale: 0% is enzyme alone, no compound; Potency, µM (doses to about 57.5 µM), for the others: at the top dose activation, most hits filed as activators; actives 0.34% (n = 260,000); also: potency is read from the fitted curve at half-maximal effect; % is scaled to controls: 0 for no effect and ±100 for the full control effect; nearly all actives have a fitted effect of over 55% in size
#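 ATP formation by purified human PK-M2, quantified via coupled luciferase luminescence after 1 h at room temperature with 0.1 mM ADP and 0.5 mM PEP final.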
# TSHR antagonist: antagonists of human thyroid stimulating hormone receptor | TSHR-expressing cells, TSH-stimulated cAMP HTRF, 2 h; hits give low values | activity change, negative = inhibition, % at 11.5 µM | actives 0.2% (n = 330,000);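 active = activity change below a set negative limit, meaning inhibition stronger than a set level, cut at about -70% in these data; inconclusive = activity change between two set negative limits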; also: % is scaled to controls: 0 for no effect and ±100 for the full control effect
#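 TSHR-expressing cells, 200/well, pre-treated with compound, then stimulated with EC80 TSH (4nM final) for 2 hours at 37 deg C. cAMP measured by competitive HTRF: anti-cAMP cryptate antibody in lysis buffer plus cAMP-d2, read after 30 minutes at room temperature.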
# Eya2 inh: blocks the phosphatase activity of human Eya2; O00167; Potency, µM (doses to about 76.9 µM), for the others: at the top dose activity, negative = inhibition, usual class: inhibitors; actives 0.006% (n = 330,000); recombinant Eya2, OMFP fluorescence dephosphorylation (OMFP is methylfluorescein phosphate); also: potency is read from the fitted curve at half-maximal effect; % is scaled to controls: 0 for no effect and ±100 for the full control effect
#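 Eya2 (0.2 uM) preincubated 10 min at ambient with compound, then OMFP substrate added at 50 uM; 10 min reaction in 50 mM HEPES pH 7.5, 50 mM NaCl, 5 uM MgCl2, 0.05% BSA, 1 mM DTT. Fluorescence read at Ex 485/Em 525 nm.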
# KCNH2 WT inh: inhibitors of human wildtype KCNH2 potassium channel; activity change, % at 1.84 µM; U2OS, BacMam KCNH2, thallium flux FluxOr; hits give low values; AID 720551; actives 0.37% (n = 340,000); Q12809;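 active = maximum activity change below -70%; inconclusive = maximum activity change between -70% and -50%; inactive = maximum activity change above -50%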; also: % is scaled to controls: 0 for no effect and ±100 for the full control effect
#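 U2OS cells were transduced with wild-type KCNH2 virus (2.03 x 10^8 / mL) for 4 h at room temperature, then cultured overnight at 37 C. Thallium flux was read with FluxOr dye. Rate constants were normalized to DMSO controls.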
# USP2a block: inhibitors of human ubiquitin-specific protease USP2a; USP2 core, Ub-CHOP2 coupled fluorogenic reporter, 485/531; Potency, µM (top dose mostly 38.3 µM), without a hit: top-dose activity change, negative = inhibition, hits mostly inhibitors; actives 0.01% (n = 330,000); AID 463254;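 also: potency is read from the fitted curve at half-maximal effect; plate controls were DMSO wells for no effect and full inhibition by NEM control for full effect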
#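 USP2 core (10nM final) preincubated 30min RT with compound in 20mM Tris-HCl pH 8.0, 2mM CaCl2, 2mM beta-mercaptoethanol, 0.05% CHAPS; 25nM Ub-CHOP2 plus 25nM reporter substrate added, fluorescence (Ex485/Em531) read after 60min.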
# GALK inhibitor: blocks human galactokinase activity; Purified GALK, Kinase-Glo residual ATP luminescence; actives 0.007% (n = 270,000); Potency, µM (top dose mostly 57.5 µM), for the others: at the highest dose activity change, negative = inhibition, most hits filed as inhibitors; AID 1868; P51570; also: potency is read from the fitted curve at half-maximal effect; % is scaled to controls: 0 for no effect and ±100 for the full control effect
# Target sequence (P51570 whole entry, looked up): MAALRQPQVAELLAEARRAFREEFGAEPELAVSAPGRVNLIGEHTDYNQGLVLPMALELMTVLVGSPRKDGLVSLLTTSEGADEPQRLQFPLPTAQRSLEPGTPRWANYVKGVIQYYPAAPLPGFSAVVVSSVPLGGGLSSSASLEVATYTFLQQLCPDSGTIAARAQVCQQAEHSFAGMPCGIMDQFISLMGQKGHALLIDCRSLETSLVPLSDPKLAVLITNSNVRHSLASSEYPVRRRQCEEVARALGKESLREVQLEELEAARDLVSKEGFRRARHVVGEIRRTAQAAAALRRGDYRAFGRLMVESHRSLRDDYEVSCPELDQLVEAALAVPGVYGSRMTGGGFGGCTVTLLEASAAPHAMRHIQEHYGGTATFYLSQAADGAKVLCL
#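 5 nM enzyme, 35 uM ATP, 100 uM galactose, 20 mM HEPES pH8.0, 5 mM MgCl2; 1 h RT; residual ATP by Kinase-Glo Plus luminescence, qHTS format.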
# S-ASM inh: blocks human secretory acid sphingomyelinase. P17405. placental ASM, HMU-PC fluorogenic substrate, 60 min. Potency, µM (titrated, usually from 57.5 µM), for the others: at the top dose activity change, negative = inhibition, hits mostly inhibitors. actives 0.006% (n = 340,000); also: potency is read from the fitted curve at half-maximal effect
#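 HMU-PC0 cleavage (9 uM final) by human placental ASM, 60 min at 37 °C following 10 min compound exposure at RT; stopped at pH 10, fluorescence Ex 386/Em 447 nm.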
# BCR signal inh: blocks chronic active B-cell receptor signaling; ABC-DLBCL IkBa-CBG/CBR reporter, luminescence ratio, 4 h; actives 0.05% (n = 340,000); Potency, µM (highest dose often 46.1 µM), for inactives: top-dose ratio change, negative = lower green/red ratio, most hits filed as inhibitors; active = well fitted inhibition curve with a large enough effect in the signal ratio, with a control signal flat, not every such curve was filed as active; inconclusive = small, poorly fitted or top-dose-only effect, or effect the other way, or a change in a side signal; the % refers to the signal ratio;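 also: potency is read from the fitted curve at half-maximal effect; plate controls were basal doxycycline-induced cells for no effect and cells given 10 µM MG132 for full effect; MG132 reads +100%, hits lower the ratio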
#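 Concentration-response series (up to 46 uM) were applied to TMD8 dual-reporter cells for 4 h at 37C with doxycycline. Green/red ratio, after filter-overlap correction, defined %Activity; red signal alone was normalised to basal cells and zero luminescence.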
# Menin-MLL TR inh: inhibitors of human menin-MLL interaction, mutant MLL peptide | Menin + Texas Red MLL mutant peptide, fluorescence polarization | Potency, µM (titrated, usually from 61.6 µM), for the others: at the top dose FP activity change, negative = inhibition, actives largely listed as inhibitors | actives 0.23% (n = 270,000); active = well fitted inhibition curve with a large enough effect in the polarisation, with a control signal flat, not every such curve was filed as active; inconclusive = small, poorly fitted or top-dose-only effect, or effect the other way, or a change in a side signal; inactive = no such curve, though single readings can be large or run the other way; the % refers to the polarisation; also: potency is read from the fitted curve at half-maximal effect; % of control where 0% means no effect; many of its hits are not listed in these tables
# Target sequence (O00255 whole entry, looked up): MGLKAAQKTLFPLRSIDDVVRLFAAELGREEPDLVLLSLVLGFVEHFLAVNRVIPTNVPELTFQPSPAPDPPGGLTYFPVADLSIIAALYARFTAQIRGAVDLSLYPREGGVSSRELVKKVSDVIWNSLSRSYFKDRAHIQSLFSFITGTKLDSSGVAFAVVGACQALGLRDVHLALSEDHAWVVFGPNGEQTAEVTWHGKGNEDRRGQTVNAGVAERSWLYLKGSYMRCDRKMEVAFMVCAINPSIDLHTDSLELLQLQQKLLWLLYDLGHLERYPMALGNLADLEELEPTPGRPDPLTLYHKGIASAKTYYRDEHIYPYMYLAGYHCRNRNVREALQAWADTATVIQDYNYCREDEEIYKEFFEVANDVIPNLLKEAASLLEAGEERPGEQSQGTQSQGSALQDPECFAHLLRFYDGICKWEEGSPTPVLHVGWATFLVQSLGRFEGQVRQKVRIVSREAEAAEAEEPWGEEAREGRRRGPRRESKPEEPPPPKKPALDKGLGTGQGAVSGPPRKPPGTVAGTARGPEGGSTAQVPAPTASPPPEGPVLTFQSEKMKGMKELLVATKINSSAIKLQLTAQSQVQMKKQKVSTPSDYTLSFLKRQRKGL
# MBNL1-CUG inh: MBNL1-poly(CUG) RNA binding inhibition; Q9NR56; TR-FRET MBNL1-His/biotin-(CUG)12 binding, 665/545 ratio; Potency, µM (highest dose often 57.5 µM), without a hit: top-dose activity change, negative = inhibition, actives largely listed as inhibitors; actives 0.036% (n = 280,000); AID 2675; active = well fitted inhibition curve with a large enough effect in the signal ratio, with a control signal flat, not every such curve was filed as active; inconclusive = small, poorly fitted or top-dose-only effect, or effect the other way, or a change in a side signal; inactive = no such curve, though single readings can be large or run the other way; the % refers to the signal ratio; also: potency is read from the fitted curve at half-maximal effect; % is scaled to controls: 0 for no effect and ±100 for the full control effect
#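 TR-FRET readout: Ex 340 nm, 665/545 nm emission ratio, normalized to buffer-only (basal) and MBNL1-(CUG)12 controls. Complex of MBNL1-His with Biotin-(CUG)12, compounds 92 nM–58 uM, incubated 60 min at room temperature.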
# Mito fusion act: mitochondrial division inhibition or fusion activation; S. cerevisiae fusion-defective mutant growth rescue, CellTiterGlo 48 h; Potency, µM (series often up to 46.1 µM), for the others: at the highest dose growth rescue (activation), hits mostly activators; actives 0.23% (n = 320,000);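 also: potency is read from the fitted curve at half-maximal effect; % of control where 0% means no effect; nearly all actives have a fitted effect of over 45% in size; temperature-sensitive fusion mutants such as fzo1-1 at 37 °C on non-fermentable ethanol glycerol medium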
#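 Read-out: ATP-based luminescence (CellTiterGlo, 10 min ambient) reporting growth of fusion-defective ts yeast after 48 hours at 37C on glycerol/ethanol YPEG medium in the presence of compound.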
# * hit, by the source's call; ? = inconclusive; . = not tested or not shown; [ ] = another dose, or the depositor's remark. Unless noted, calls follow the shape of the dose curve; as a rule, active = well fitted curve in the direction sought with a large enough effect; inconclusive = small, poorly fitted or top-dose-only effect, or another doubt; inactive = no such curve, though single readings can be large; an effect the other way counts as inactive or inconclusive. The list is partial (hit frequency here may not be typical).
no. | Structure | PKM2 act | MBNL1-CUG inh | USP2a block | Eya2 inh | S-ASM inh | Menin-MLL TR inh | BCR signal inh | KCNH2 WT inh | GALK inhibitor | Mito fusion act | TSHR antagonist
1 | Cc1nccc(-c2ccc(-n3cnc4ccccc43)cc2)n1 | 1% | -1% | -1% | 16% | -1% | -1% | ? | -3 | -2% | 1% | -5
2 | Cc1ccc(CC(=O)OCC(=O)NC2CCCC(C)C2C)cc1C (stereo not drawn) | 10% | 4% | 0% | -5% | -3% | ? | 0% | 11 | -2% | 7% | -13
3 | CCOC(=O)C1(CCCc2ccccc2)CCN(C(=O)C2CCCN(C(N)=O)C2)CC1 (stereo not drawn) | 3% | -4% | 5% | 4% | 2% | -12% | -5% | 3 | -1% | 9% | 3
4 | Cc1cccc(NS(=O)(=O)c2ccc3[nH]c(=O)cc(C(=O)OC(C)C(=O)Nc4ccc([N+](=O)[O-])cc4)c3c2)c1 (stereo not drawn) | ? | ? | 4% | -2% | ? | ? | -6% | -3 | -2% | 3% | -10
5 | COc1ccc(/C=C/C(=O)Nc2cc(C)nn2-c2nc3ccccc3n2Cc2cccc([N+](=O)[O-])c2)cc1 | 2% | -8% | 4% | 6% | 1% | ? | 4% | -6 | 1% | 16% | 9
6 | CCC1CCc2sc(C(=O)NC3CCN(Cc4ccccc4)CC3)cc2C1 (stereo not drawn) | . | . | -4% | 2% | 2% | . | -3% | -5 | . | ? | 19
7 | CS(=O)(=O)c1ccccc1C(=O)Nc1ccc(-c2nc3ccccc3o2)cc1 | 1% | -1% | 2% | -6% | -9% | 52%[activator] | 0% | 15 | 4% | 9% | -11
8 | CCC(=O)n1nc(-c2ccc(Cl)cc2)nc1SC | -13% | -16% | 1% | 7% | -2% | 12% | -2% | -4 | 2% | 5% | -8
9 | COC(=O)c1cscc1NC(C)=O | -5% | -7% | 1% | -12% | 4% | 3% | ? | 3 | -5% | 1% | -3
10 | Cc1ccccc1Oc1ccccc1N | 0% | -1% | 0% | -1% | 5% | 2% | -3% | 10 | 7% | -9% | 12
11 | O=C(OCCCc1cc2ccccc2c(=O)o1)N1CCOCC1 | . | . | -4% | 9% | 28% | . | -5% | 2 | . | . | 6
12 | Cc1cc(C)cc(-c2nnc(SCc3ccc(C(=O)O)cc3)o2)c1 | -1% | ? | 0% | 1% | 2% | 0% | -25% | 9 | 1% | 4% | -9
13 | Cc1cc(C(=O)N2CCC(C)CC2)on1 | -6% | -5% | 4% | 1% | 6% | . | -2% | 5 | . | 0% | 2
14 | COC1CCN(C(=O)CC2C(=O)NCCN2CC(C)(C)C)CC1 (stereo not drawn) | -6% | -4% | 3% | 1% | 50% | -23% | 10% | 17 | 0% | 5% | 16
15 | CCN(CC)C(=O)c1sc(N)c(C#N)c1C | -6% | -4% | -1% | 3% | 5% | 6% | 2% | -12 | -2% | 2% | -7
16 | Cc1ccccc1OCCC(=O)OCC(=O)NNC(=O)c1cccs1 | . | . | 3% | 10% | -1% | . | 4% | 2 | . | 0% | -10
17 | COC(=O)CCC(=O)Nc1ccc(S(=O)(=O)Nc2nc(C)cc(C)n2)cc1 | 30% | 2% | 1% | -1% | 3% | -2% | 2% | -3 | -5% | 0% | -3
18 | COC(=O)c1ccc(N(CC(=O)NC2CCCC2)C(=O)c2ccc(C)s2)cc1 | . | 0% | -1% | 8% | 0% | . | 1% | -2 | 1% | -17% | .
19 | COc1ccc(CNS(=O)(=O)CCNC(=O)c2cccc(OC)c2)cc1 | . | . | 4% | 5% | 3% | . | 1% | 4 | . | -2% | 11
20 | CCn1c(-c2ccc(Cl)cc2)n[nH]c1=S | -3% | -3% | 1% | 1% | 1% | -15% | -10% | 8 | -3% | -4% | -1
21 | CC(O)CNc1nc2ccccc2n1CC(=O)NC12CC3CC(CC(C3)C1)C2 (stereo not drawn) | -4% | 7% | 3% | -2% | 6% | -8% | -12% | -1 | 5% | 2% | 7
22 | COc1ccc(CN2CCCC(N3CCN(c4ccc(OC)cc4)CC3)C2)cc1 (stereo not drawn) | 1% | -5% | 0% | -1% | 3% | -4% | -2% | -2 | -5% | 2% | 24
23 | CC(=O)c1ccc(NC(=O)CCNS(=O)(=O)c2cccc3nonc23)cc1 | 5% | ? | -1% | 9% | -1% | -2% | -1% | -5 | 1% | 1% | 5
24 | Cc1ccnn1-c1ccc(C(=O)OCC(=O)Nc2ccc(F)cc2)cc1 | . | . | -1% | 19% | -2% | . | ? | -3 | . | 3% | -11
25 | O=C(NN1C(=O)C2C3C=CC(C3)C2C1=O)C(O)c1ccccc1 (stereo not drawn) | -3% | -2% | 1% | -3% | 3% | 1% | 0% | -4 | 8% | 3% | -5
26 | COc1cc(C)c(NC(=O)Cc2ccsc2)cc1OC | 1% | 1% | 4% | 9% | 5% | ? | -30% | -2 | 0% | -4% | 6
27 | Cn1c(=NC(=O)CCS(=O)(=O)c2ccccc2)sc2cc(F)ccc21 | . | . | 1% | 21% | . | . | ? | 0 | . | -6% | -3
28 | CC(=O)Nc1ccc(S(=O)(=O)N2CCC(C(=O)NCCC(=O)NCc3ccccc3)CC2)cc1 | . | -2% | 5% | 7% | 0% | . | 3% | 2 | 0% | 0% | 5
29 | CN(C)C(CNC(=O)C1CCCN1C(=O)c1cccs1)c1ccccc1 (stereo not drawn) | . | . | 2% | -24% | -3% | . | 5% | -7 | . | . | -9
30 | O=c1cnnc(Nc2cccc(C(F)(F)F)c2)[nH]1 | -2% | -6% | 2% | 13% | 1% | 11% | ? | 4 | -2% | -1% | -3
31 | O=C(CSc1nncn1-c1ccccc1)NC1CCCCC1 | . | -5% | 10% | 3% | 10% | 9% | 0% | . | 0% | -5% | -8
32 | COc1cc(C)c(S(=O)(=O)NCCCn2ccnc2)cc1C | 1% | -21% | 0% | -15% | 3% | -15% | -3% | -6 | -4% | 0% | 32
33 | Cc1cc(OCc2cc(C(=O)NCc3cc(C(C)C)no3)no2)cc(C)c1Cl | -18% | 2% | 0% | -12% | 4% | . | 10% | -11 | 6% | 3% | -23
34 | Cc1cc(C(=O)N/N=C/c2c(C)nn(-c3ccccc3)c2C)n[nH]1 | 1% | 3% | 2% | 16% | -1% | . | ? | 1 | -1% | 0% | 12
35 | O=C(NCc1ccccc1)C(=O)NCC1OCCN1S(=O)(=O)c1ccc2c(c1)OCCO2 (stereo not drawn) | -2% | -14% | 4% | -2% | 3% | -1% | ? | 7 | . | 5% | -2
36 | COc1ccc(S(=O)(=O)N(C)C[C@H]2Oc3ccc(NS(=O)(=O)c4ccc(F)cc4)cc3C(=O)N([C@H](C)CO)C[C@@H]2C)cc1 | . | . | -1% | 3% | 0% | . | ? | 2 | . | . | -12
37 | CCOc1ccc(S(=O)(=O)N2CCOCC2)cc1[N+](=O)[O-] | 27% | 15% | -3% | -3% | 1% | 1% | 2% | 2 | 13% | 8% | 11

# Profiles, looked up by structure.
# O=C(CSc1nncn1-c1ccccc1)NC1CCCCC1 is entered as PKM2 act = .; MBNL1-CUG inh = -5%; USP2a block = 10%; Eya2 inh = 3%; S-ASM inh = 10%; Menin-MLL TR inh = 9%; BCR signal inh = 0%; KCNH2 WT inh = .; GALK inhibitor = 0%; Mito fusion act = -5%; TSHR antagonist = -8
# O=C(NCc1ccccc1)C(=O)NCC1OCCN1S(=O)(=O)c1ccc2c(c1)OCCO2 (stereo not drawn) is entered as PKM2 act = -2%; MBNL1-CUG inh = -14%; USP2a block = 4%; Eya2 inh = -2%; S-ASM inh = 3%; Menin-MLL TR inh = -1%; BCR signal inh = ?; KCNH2 WT inh = 7; GALK inhibitor = .; Mito fusion act = 5%; TSHR antagonist = -2

# Single values from above.
# KCNH2 WT inh with cpd 33 = -11
# KCNH2 WT inh with cpd 34 = 1
